High-throughput results (PubChem BioAssay)
ROC1-CUL1 inh: human ROC1-CUL1 E3 ligase inhibition | P62877+Q13616 | in vitro K48 di-Ub FRET, acceptor:donor ratio, 45 min | inhibition, % at 10 µM | 140,000 tested, 0.6% active; in the data active means inhibition above about 25%
Target sequence (P62877 whole entry, looked up): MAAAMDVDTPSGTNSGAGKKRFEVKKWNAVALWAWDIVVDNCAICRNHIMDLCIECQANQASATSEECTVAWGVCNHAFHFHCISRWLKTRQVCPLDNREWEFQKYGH
Target sequence (Q13616 whole entry, looked up): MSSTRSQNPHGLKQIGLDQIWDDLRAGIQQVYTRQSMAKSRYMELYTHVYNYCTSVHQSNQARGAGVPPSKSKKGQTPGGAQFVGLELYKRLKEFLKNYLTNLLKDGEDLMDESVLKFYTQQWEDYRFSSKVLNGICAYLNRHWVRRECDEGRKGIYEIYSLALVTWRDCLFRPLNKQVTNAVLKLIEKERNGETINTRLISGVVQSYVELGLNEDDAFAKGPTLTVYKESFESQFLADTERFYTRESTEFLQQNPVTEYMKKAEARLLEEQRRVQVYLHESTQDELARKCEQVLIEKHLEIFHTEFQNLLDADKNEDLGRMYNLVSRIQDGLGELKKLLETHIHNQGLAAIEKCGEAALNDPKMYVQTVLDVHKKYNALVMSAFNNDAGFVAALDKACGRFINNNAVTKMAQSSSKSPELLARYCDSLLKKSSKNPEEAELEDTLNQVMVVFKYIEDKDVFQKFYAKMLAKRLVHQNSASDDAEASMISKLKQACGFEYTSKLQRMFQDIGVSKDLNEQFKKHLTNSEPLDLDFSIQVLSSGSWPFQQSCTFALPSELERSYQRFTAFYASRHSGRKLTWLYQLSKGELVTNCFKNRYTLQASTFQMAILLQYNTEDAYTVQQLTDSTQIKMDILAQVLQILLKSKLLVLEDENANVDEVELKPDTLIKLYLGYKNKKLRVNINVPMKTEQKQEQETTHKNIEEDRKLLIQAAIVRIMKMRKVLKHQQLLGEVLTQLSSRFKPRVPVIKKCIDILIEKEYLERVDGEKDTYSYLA
* = called active by the depositor. A portion of the library; rates above refer to the full screens.

Screening CC(Oc1ccc(F)cc1Cl)C(=O)N1CCN(c2ncccn2)CC1 (configuration not stated) returned ROC1-CUL1 inh -3.
`COC(=O)CNC(=O)C1CCCN(C2CCN(CCc3ccccc3)CC2)C1` (configuration not stated) gave ROC1-CUL1 inh -13.
Screening COc1ccc(NC(C)=O)cc1NC(C)=O returned ROC1-CUL1 inh 7.
For CCOC(=O)c1c(N=Cc2cc(Cc3ccccc3)cc(Br)c2O)sc2c1CCCC2 the results were ROC1-CUL1 inh -3.
Screening NC(=O)c1ccccc1SSc1ccccc1C(N)=O returned ROC1-CUL1 inh -11.
Screening O=C(NCc1cccnc1N1CCOCC1)c1ccccc1-c1ncc[nH]1 returned ROC1-CUL1 inh -1.
`O=C1NC(=O)N(c2ccc(F)cc2)C2=NC(c3ccncc3)=NC(C(F)(F)F)(C(F)(F)F)C12` (configuration not stated) gave ROC1-CUL1 inh 1.
Screening C/C(CCn1[nH]c(=O)ccc1=O)=N\O returned ROC1-CUL1 inh 0.
For CC(C)(N)c1cn(C2CCN(Cc3cccc(Cn4cccn4)c3)CC2)nn1 the results were ROC1-CUL1 inh 4.
Screening COc1ccc(CN(C)C(=O)Nc2n[nH]c(-c3ccco3)n2)c2cccnc12 returned ROC1-CUL1 inh 7.
COc1cccc(/C=N/NC(=S)SC)c1 was read as ROC1-CUL1 inh -1.
`CC(C)C(C(=O)O)N1C(=O)c2cccc3cccc(c23)C1=O` (configuration not stated) gave ROC1-CUL1 inh 1.
For Cc1ccc(C(=O)Nc2nc3ccccc3n2CCN2CCOCC2)cc1 the results were ROC1-CUL1 inh -4.
For Cc1ccc(Cl)cc1Nc1sc(C(=O)c2ccc(F)cc2)c(N)c1S(C)(=O)=O the results were ROC1-CUL1 inh -6.
Screening Cc1cc(C)c(C(=O)N2CCCC(N3CCN(Cc4ccc5c(c4)OCO5)CC3)C2)[nH]1 (configuration not stated) returned ROC1-CUL1 inh -2.

Filtered by structure, the compounds so far with two or more sulfur atoms (three)
Screening NC(=O)c1ccccc1SSc1ccccc1C(N)=O returned ROC1-CUL1 inh -11.
COc1cccc(/C=N/NC(=S)SC)c1 was read as ROC1-CUL1 inh -1.
For Cc1ccc(Cl)cc1Nc1sc(C(=O)c2ccc(F)cc2)c(N)c1S(C)(=O)=O the results were ROC1-CUL1 inh -6.

The main list resumes with the 7 entries that preceded the break.
For CC(C)(N)c1cn(C2CCN(Cc3cccc(Cn4cccn4)c3)CC2)nn1 the results were ROC1-CUL1 inh 4.
Screening COc1ccc(CN(C)C(=O)Nc2n[nH]c(-c3ccco3)n2)c2cccnc12 returned ROC1-CUL1 inh 7.
COc1cccc(/C=N/NC(=S)SC)c1 was read as ROC1-CUL1 inh -1.
`CC(C)C(C(=O)O)N1C(=O)c2cccc3cccc(c23)C1=O` (configuration not stated) gave ROC1-CUL1 inh 1.
For Cc1ccc(C(=O)Nc2nc3ccccc3n2CCN2CCOCC2)cc1 the results were ROC1-CUL1 inh -4.
For Cc1ccc(Cl)cc1Nc1sc(C(=O)c2ccc(F)cc2)c(N)c1S(C)(=O)=O the results were ROC1-CUL1 inh -6.
Screening Cc1cc(C)c(C(=O)N2CCCC(N3CCN(Cc4ccc5c(c4)OCO5)CC3)C2)[nH]1 (configuration not stated) returned ROC1-CUL1 inh -2.
`OC(COCCOc1ccc(Br)cc1)CN1CCC(Cc2ccccc2)CC1` (configuration not stated) gave ROC1-CUL1 inh 4.
Screening CC1CCN(Cc2c(O)ccc3c(=O)c(-c4ccc(Cl)cc4Cl)coc23)CC1 returned ROC1-CUL1 inh 6.
Screening Cc1ccc(O)c(NS(=O)(=O)c2ccccc2)c1 returned ROC1-CUL1 inh 2.
Screening Cc1ccccc1Oc1ncnc2sccc12 returned ROC1-CUL1 inh 3.
For CC(C)n1cnc2cc(NCc3ccncc3)ccc21 the results were ROC1-CUL1 inh -4.
COc1cc(OC)c(NC(=O)c2ccc(C(C)(C)C)cc2)cc1Cl was read as ROC1-CUL1 inh 6.
`Cc1nn(-c2ccc(N3CCCC3)nn2)c(C)c1CCC(=O)Nc1ccccc1` gave ROC1-CUL1 inh 1.
For CO[C@H]1[C@H](NC(=O)Cc2cccs2)c2ccccc2C12CCN(Cc1ccc(F)cc1F)CC2 the results were ROC1-CUL1 inh 6.
O=C(Nc1ccc2c(c1)CN(C(=O)CSc1ccccn1)CC2)C1CCCO1 (configuration not stated) was read as ROC1-CUL1 inh 3.
For CC12CCC(C(=O)Nc3ccc(Cl)cn3)(C(Br)C1=O)C2(C)C (configuration not stated) the results were ROC1-CUL1 inh 2.
Screening COc1ccc(C(=O)c2ccc(Cl)c([N+](=O)[O-])c2)cc1 returned ROC1-CUL1 inh 5.
For O=C(Nc1ccc(-c2cccc(F)c2)cc1)C1CCCN(CC2CC2)C1 (configuration not stated) the results were ROC1-CUL1 inh 1.
Screening Cc1ccc(NC(=O)/C(C#N)=C/c2ccc(C)o2)cc1 returned ROC1-CUL1 inh 6.
For N#Cc1c(C(F)(F)F)cc(-c2cccs2)nc1SCC(=O)Nc1ccccc1F the results were ROC1-CUL1 inh -4.
For O=c1[nH]cnc2nc(-c3ccccc3)[nH]c12 the results were ROC1-CUL1 inh -7.
Cc1nc(SCc2ccc(F)cc2)c([N+](=O)[O-])[nH]1 was read as ROC1-CUL1 inh 3.
Screening COc1ccc2occ(CC(=O)Nc3ccc(S(=O)(=O)Nc4nccc(C)n4)cc3)c2c1 returned ROC1-CUL1 inh 7.
For CC(Oc1ccccc1)C(=O)Nc1ccc(C(=O)OCc2cc(=O)n3nc(C(C)C)sc3n2)cc1 (configuration not stated) the results were ROC1-CUL1 inh -10.
COc1ccccc1CNC(=O)c1ccc(N2CCCC2)c(NC(=O)NCCC(C)C)c1 was read as ROC1-CUL1 inh 3.
Screening O=S(=O)(Nc1ccc(-c2ccc(N3CCCCCC3)nn2)cc1)c1ccc(C(F)(F)F)cc1 returned ROC1-CUL1 inh -1.
Screening CCn1cc(-c2nc(CNC(C)=O)cc(=O)[nH]2)c2ccccc21 returned ROC1-CUL1 inh 7.
O=C(CSCc1c(Cl)cccc1Cl)NCC1CCCO1 (configuration not stated) was read as ROC1-CUL1 inh -6.
For CC(=O)c1sc2ncc(-c3ccccc3)c(Cc3ccccc3)c2c1N the results were ROC1-CUL1 inh 8.
Screening Cc1ccc(NC(=O)C2CCCN2S(=O)(=O)c2cccc3nsnc23)c(C)c1 (configuration not stated) returned ROC1-CUL1 inh -1.
For CC(C)Cc1ccc(-c2[nH]nc3c2C(c2ccc4c(c2)OCO4)C(C#N)C(=N)O3)cc1 (configuration not stated) the results were ROC1-CUL1 inh -2.
Screening COc1ccc(NC(=O)C(Nc2ccc(OC)cc2OC)(c2ccccc2)c2ccccc2)c(OC)c1 returned ROC1-CUL1 inh 1.
`CCOc1cccc2cc(-c3nc(-c4ccccc4C)no3)c(=O)oc12` gave ROC1-CUL1 inh 1.
`O=C(CSc1ccccc1)Nc1ccc(O)c(C(=O)O)c1` gave ROC1-CUL1 inh -5.
Screening CN(C)c1ncc2c(n1)CCCC2NCc1ccc2c(c1)OCCO2 (configuration not stated) returned ROC1-CUL1 inh 2.
For CCOc1ccc(CNC(=O)c2ccc3c(c2)nc2n3CCOC2)cc1 the results were ROC1-CUL1 inh -5.
For S=c1[nH]nc(C2(c3ccccc3)CCCC2)o1 the results were ROC1-CUL1 inh -3.
For COc1ccc(-c2oc3ncn4nc(-c5ccccc5OC)nc4c3c2-c2ccc(OC)cc2)cc1 the results were ROC1-CUL1 inh 3.
Screening CCc1[nH]c2c(CNC(=O)Cn3ccnc3)cc(F)cc2c1C returned ROC1-CUL1 inh 2.
`CCOC(=O)c1c(-c2ccc(F)cc2)csc1NC(=O)c1ccc(Cl)c([N+](=O)[O-])c1` gave ROC1-CUL1 inh 0.
`COc1ccc(C(=O)COC(=O)CN2C(=O)C3CC=CCC3C2=O)cc1` (configuration not stated) gave ROC1-CUL1 inh 0.
For Cc1ccc(OC(C)C(=O)c2cccc(Cl)c2)cc1C (configuration not stated) the results were ROC1-CUL1 inh -10.
O=C(COc1ccccc1)N[C@@H]1c2ccccc2C2(CCN(Cc3c(F)ccc(F)c3F)CC2)[C@H]1O was read as ROC1-CUL1 inh -3.
Screening CCCC(=O)NCCc1nc2ccccc2n1Cc1c(F)cccc1Cl returned ROC1-CUL1 inh -8.
Screening COC(=O)c1cc(NS(=O)(=O)c2ccc3c(c2)OCCO3)ccc1Cl returned ROC1-CUL1 inh 10.
For COCCOc1ccc(C(=O)Nc2cccc(C)c2C)cc1 the results were ROC1-CUL1 inh -17.
`CCOC(=O)N1CCC(NC(=O)C2CC23CCN(C(=O)c2ccc(-c4ccccc4)cc2)CC3)CC1` (configuration not stated) gave ROC1-CUL1 inh -4.
`COCCN1CCN(C(=O)c2cc(OC)ccc2OC2CCN(C(C)=O)CC2)CC1` gave ROC1-CUL1 inh -2.
Screening CCCCc1nnc(NC(=O)COc2ccc(C(C)C)c(C)c2)s1 returned ROC1-CUL1 inh -1.
`Cc1[nH]ncc1CS(=O)(=O)c1ccccc1` gave ROC1-CUL1 inh 3.
For CCOC(=O)c1ccccc1NC(=O)Cn1c(=O)n(CCC(=O)N2CCc3ccccc3C2)c(=O)c2ccccc21 the results were ROC1-CUL1 inh 12.
Cc1cc(C)cc(NS(=O)(=O)c2ccc(C)c([N+](=O)[O-])c2)c1 was read as ROC1-CUL1 inh -7.
Screening CCO[C@H]1[C@H](NC(=O)c2cccnc2)c2ccccc2C12CCN(C(=O)c1cscn1)CC2 returned ROC1-CUL1 inh 6.
Screening c1csc(-c2noc(CN3CCC(c4ccncc4)CC3)n2)c1 returned ROC1-CUL1 inh 6.
CC(C)c1ccc(OCC(=O)Nc2ccc(OC(F)(F)F)cc2)cc1 was read as ROC1-CUL1 inh -2.
`O=C1N(CCCc2ccccc2)CCCC1(O)CN1CCN(C2CCCC2)CC1` (configuration not stated) gave ROC1-CUL1 inh 5.
For CC1=NC(=O)C(C(=O)/C=C/c2ccccc2)=C(C)C1 the results were ROC1-CUL1 inh 1.
`COC(=O)CN1CCN(Cc2cccc(Cl)c2)CC1` gave ROC1-CUL1 inh 0.
`Cc1cc2c(cc1C)-c1c(ssc1=Nc1ccc(S(N)(=O)=O)cc1)C(C)(C)N2` gave ROC1-CUL1 inh 3.
Screening CCOc1ccc(N2C(=O)C3CC(c4ccccc4)=C4C5C=CC(C6C(=O)N(c7ccc(OCC)cc7)C(=O)C56)C4C3C2=O)cc1 (configuration not stated) returned ROC1-CUL1 inh -6.
Screening CC(C)(CO)NCc1ccc(Cl)cc1Cl returned ROC1-CUL1 inh -11.
For Cc1ccc(S(=O)(=O)N=S(c2ccccc2)c2ccccc2C)cc1 (configuration not stated) the results were ROC1-CUL1 inh 15.
CN1CCN(c2nc3c(c(=O)n(C)c(=O)n3C)n2Cc2ccc(Cl)cc2)CC1 was read as ROC1-CUL1 inh 1.
Screening Cc1nc(-c2ccc(Br)cc2)ccc1C(=O)O returned ROC1-CUL1 inh -1.
For CCOc1ccccc1CNCc1c(C(=O)O)n(Cc2ccccc2)c2cc(OC)ccc12 the results were ROC1-CUL1 inh 5.
For Cc1sc(N(C(=O)Cc2ccccc2)c2ccccc2Br)nc1-c1ccccc1 the results were ROC1-CUL1 inh 6.
For CCN(C(=O)c1cc2c(=O)oc3ccccc3c2s1)c1cccc(C(F)(F)F)c1 the results were ROC1-CUL1 inh 6.

Of the compounds above, these have a nitro group on carbon.
Screening COc1ccc(C(=O)c2ccc(Cl)c([N+](=O)[O-])c2)cc1 returned ROC1-CUL1 inh 5.
Cc1nc(SCc2ccc(F)cc2)c([N+](=O)[O-])[nH]1 was read as ROC1-CUL1 inh 3.
`CCOC(=O)c1c(-c2ccc(F)cc2)csc1NC(=O)c1ccc(Cl)c([N+](=O)[O-])c1` gave ROC1-CUL1 inh 0.
Cc1cc(C)cc(NS(=O)(=O)c2ccc(C)c([N+](=O)[O-])c2)c1 was read as ROC1-CUL1 inh -7.
